mHTT-CaM PPI inh: mutant huntingtin-calmodulin interaction inhibitors – biochemical, AlphaScreen, primary screen; P42858; AlphaScreen His-mHTT/GST-CaM binding, luminescence; inhibition, % at 15 µM; 190,000 compounds, 3.6% hits; AID 1671202, 2021;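 note: 0% = both proteins with DMSO and 100% = one protein alone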
Target sequence (P42858 whole entry, looked up, stated change not applied): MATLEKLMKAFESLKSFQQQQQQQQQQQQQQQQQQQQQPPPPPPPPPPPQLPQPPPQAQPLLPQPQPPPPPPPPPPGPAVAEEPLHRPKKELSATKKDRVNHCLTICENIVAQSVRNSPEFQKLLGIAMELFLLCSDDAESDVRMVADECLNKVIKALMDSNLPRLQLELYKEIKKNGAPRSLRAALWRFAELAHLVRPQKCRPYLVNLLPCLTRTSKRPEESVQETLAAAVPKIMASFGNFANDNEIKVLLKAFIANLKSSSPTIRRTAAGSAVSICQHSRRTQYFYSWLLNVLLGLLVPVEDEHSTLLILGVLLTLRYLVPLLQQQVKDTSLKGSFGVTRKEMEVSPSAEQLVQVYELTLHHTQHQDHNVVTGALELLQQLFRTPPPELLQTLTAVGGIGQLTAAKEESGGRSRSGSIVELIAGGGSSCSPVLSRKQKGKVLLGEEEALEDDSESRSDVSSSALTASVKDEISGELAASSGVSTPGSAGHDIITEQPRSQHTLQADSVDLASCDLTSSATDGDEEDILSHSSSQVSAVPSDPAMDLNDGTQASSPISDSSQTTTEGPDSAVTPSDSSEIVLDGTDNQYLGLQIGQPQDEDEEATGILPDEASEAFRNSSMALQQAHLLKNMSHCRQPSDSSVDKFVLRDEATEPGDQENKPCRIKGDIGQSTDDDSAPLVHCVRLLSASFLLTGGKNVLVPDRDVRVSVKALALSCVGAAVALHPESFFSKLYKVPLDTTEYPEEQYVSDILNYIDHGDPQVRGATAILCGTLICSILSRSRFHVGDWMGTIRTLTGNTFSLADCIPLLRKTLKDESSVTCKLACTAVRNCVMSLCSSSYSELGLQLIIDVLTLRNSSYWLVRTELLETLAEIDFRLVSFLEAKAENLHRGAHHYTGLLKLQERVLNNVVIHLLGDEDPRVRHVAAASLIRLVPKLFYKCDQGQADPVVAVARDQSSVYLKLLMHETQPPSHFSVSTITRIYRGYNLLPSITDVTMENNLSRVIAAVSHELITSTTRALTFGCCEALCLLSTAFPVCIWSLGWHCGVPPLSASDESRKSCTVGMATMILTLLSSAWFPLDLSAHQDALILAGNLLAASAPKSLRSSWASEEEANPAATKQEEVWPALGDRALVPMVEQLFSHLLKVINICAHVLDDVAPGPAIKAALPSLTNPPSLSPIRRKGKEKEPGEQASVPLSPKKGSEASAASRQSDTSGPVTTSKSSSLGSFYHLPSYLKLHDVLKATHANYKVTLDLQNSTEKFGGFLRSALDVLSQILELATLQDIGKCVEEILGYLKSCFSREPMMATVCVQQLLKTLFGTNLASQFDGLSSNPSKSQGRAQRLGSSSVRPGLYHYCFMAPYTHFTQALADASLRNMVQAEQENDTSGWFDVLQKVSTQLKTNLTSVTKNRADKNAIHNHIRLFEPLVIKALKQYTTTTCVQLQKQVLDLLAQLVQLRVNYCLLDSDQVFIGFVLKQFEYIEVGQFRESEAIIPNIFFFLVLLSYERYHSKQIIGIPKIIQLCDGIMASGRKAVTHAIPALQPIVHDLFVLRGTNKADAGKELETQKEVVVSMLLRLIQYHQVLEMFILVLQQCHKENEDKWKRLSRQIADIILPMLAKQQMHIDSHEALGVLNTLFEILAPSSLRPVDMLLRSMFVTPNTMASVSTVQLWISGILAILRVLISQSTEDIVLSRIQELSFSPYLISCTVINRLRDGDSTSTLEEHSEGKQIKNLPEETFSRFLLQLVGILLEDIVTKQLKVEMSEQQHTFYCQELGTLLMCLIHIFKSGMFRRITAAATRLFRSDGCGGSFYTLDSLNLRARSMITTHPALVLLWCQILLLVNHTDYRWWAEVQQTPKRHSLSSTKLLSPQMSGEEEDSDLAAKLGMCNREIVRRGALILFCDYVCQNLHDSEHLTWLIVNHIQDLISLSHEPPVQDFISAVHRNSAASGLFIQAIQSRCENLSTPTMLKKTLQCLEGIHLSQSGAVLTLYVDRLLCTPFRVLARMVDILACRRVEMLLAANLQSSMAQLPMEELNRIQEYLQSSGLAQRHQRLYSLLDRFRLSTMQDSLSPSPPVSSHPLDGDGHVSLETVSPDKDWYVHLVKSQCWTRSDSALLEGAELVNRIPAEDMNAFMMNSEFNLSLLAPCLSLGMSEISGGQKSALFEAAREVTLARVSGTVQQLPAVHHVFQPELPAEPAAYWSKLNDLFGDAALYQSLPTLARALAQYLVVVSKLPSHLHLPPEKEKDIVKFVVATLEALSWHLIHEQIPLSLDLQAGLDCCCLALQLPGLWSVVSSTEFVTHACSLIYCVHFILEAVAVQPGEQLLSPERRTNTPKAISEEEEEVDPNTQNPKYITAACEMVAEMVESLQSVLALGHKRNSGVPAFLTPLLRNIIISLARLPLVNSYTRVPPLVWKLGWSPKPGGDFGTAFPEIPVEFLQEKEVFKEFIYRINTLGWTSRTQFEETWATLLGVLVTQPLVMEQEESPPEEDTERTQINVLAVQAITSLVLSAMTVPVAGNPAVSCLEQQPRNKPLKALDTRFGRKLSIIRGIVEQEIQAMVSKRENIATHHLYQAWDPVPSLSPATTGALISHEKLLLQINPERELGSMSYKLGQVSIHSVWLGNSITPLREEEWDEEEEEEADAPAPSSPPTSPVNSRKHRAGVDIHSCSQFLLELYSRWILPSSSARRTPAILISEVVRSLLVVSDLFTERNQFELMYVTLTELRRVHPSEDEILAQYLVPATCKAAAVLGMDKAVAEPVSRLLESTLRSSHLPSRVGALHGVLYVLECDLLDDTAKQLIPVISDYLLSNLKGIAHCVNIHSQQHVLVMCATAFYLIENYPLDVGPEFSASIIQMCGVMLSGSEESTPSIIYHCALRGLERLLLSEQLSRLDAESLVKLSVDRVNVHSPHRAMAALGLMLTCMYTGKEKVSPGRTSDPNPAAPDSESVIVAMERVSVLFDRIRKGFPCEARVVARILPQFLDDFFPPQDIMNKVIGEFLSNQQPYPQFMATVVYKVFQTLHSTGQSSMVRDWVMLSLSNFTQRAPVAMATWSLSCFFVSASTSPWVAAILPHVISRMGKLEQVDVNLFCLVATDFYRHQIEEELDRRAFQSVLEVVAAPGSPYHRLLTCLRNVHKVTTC
Pf apPOL inh: Pf-apPOL inhibitors, biochemical, fluorescence | Plasmodium falciparum apicoplast DNA polymerase (apPOL) | Recombinant Pf-apPOL, molecular beacon fluorescence, 1.5 h | inhibition, % at 10 µM | 210,000 compounds, 0.25% hits | AID 1794808, 2022
* = called active by the depositor. Cut-off read from the data, not from the text of the source: active = inhibition above about 50%; inactive = the rest.

Results for O=C(Nc1ccc(F)cc1F)c1ccc2c(c1)OCO2 ?
mHTT-CaM PPI inh: -2; Pf apPOL inh: 1

How did CCc1ccc(N2C(=O)Nc3ccccc3N2O)cc1 do in these assays?
mHTT-CaM PPI inh: -1; Pf apPOL inh: -4

Results for N/C(=N\OC(=O)COc1ccc(Cl)cc1Cl)c1cccnc1 ?
mHTT-CaM PPI inh: inactive; Pf apPOL inh: -4

How did CCOc1ccc(-c2cc(C(=O)NCCCn3ccnc3)c3ccccc3n2)cc1 do in these assays?
mHTT-CaM PPI inh: 9; Pf apPOL inh: 3

How did Cc1cccc(C(=O)N2CCCC(C)(C(=O)NCc3ccccc3)C2)c1 (stereo unspecified) do in these assays?
mHTT-CaM PPI inh: -12; Pf apPOL inh: -2

What do the screens show for `Cn1c(Cc2ccc(Cl)cc2)nc2ccccc21`?
mHTT-CaM PPI inh: -2; Pf apPOL inh: -10

Results for CC1CCN(C(=O)c2cccn3c(=O)c4sccc4nc23)CC1 ?
mHTT-CaM PPI inh: -4; Pf apPOL inh: -1

What do the screens show for `Cc1ccc(CN2CC(N3CCN(c4ccccn4)CC3)CS2(=O)=O)cc1` (stereo unspecified)?
mHTT-CaM PPI inh: -4; Pf apPOL inh: -3

What do the screens show for `Cc1ccc(Cc2c(C)nc3nc(SCC(=O)NCCCN4CCCC4)nn3c2C)cc1`?
mHTT-CaM PPI inh: 17; Pf apPOL inh: 2

How did O=C(Nc1ccccc1I)c1ccc(NC(=O)c2ccco2)cc1 do in these assays?
mHTT-CaM PPI inh: 12; Pf apPOL inh: 15

What do the screens show for `COc1ccc(Oc2c(C(F)(F)F)oc3c(CN(C)C)c(O)ccc3c2=O)cc1`?
mHTT-CaM PPI inh: 8; Pf apPOL inh: -7

How did COc1ccc(S(=O)(=O)Oc2ccc3c(C)c(-c4ccc(OC)c(OC)c4)c(=O)oc3c2)cc1 do in these assays?
mHTT-CaM PPI inh: -19; Pf apPOL inh: -2

What do the screens show for `CC(NC(=O)C1CCN(c2nc3cccnc3s2)CC1)c1ccccc1` (stereo unspecified)?
mHTT-CaM PPI inh: 4; Pf apPOL inh: 2

Results for COc1ccc(N2C(=O)CN(C3CCCCCC3)C3CS(=O)(=O)CC32)cc1Cl (stereo unspecified) ?
mHTT-CaM PPI inh: 4; Pf apPOL inh: -6

How did O=C(Nc1ccccc1Br)c1ccc(F)cc1 do in these assays?
mHTT-CaM PPI inh: -6; Pf apPOL inh: 0

How did CNC(=O)C(=O)Nc1ccc(C)c(Cl)c1 do in these assays?
mHTT-CaM PPI inh: -7; Pf apPOL inh: -9

How did CC(=O)c1ccc(NC(=O)N2CC3CC(NC(=O)c4cccnc4)C2C3)cc1 (stereo unspecified) do in these assays?
mHTT-CaM PPI inh: 2; Pf apPOL inh: -4

How did CCC(C)NC(=O)c1cnn2c(C)c(Cc3ccc(Cl)cc3)c(C)nc12 (stereo unspecified) do in these assays?
mHTT-CaM PPI inh: 26; Pf apPOL inh: 5

What do the screens show for `Cc1ccc(OC2=NS(=O)(=O)c3cc([N+](=O)[O-])ccc32)cc1`?
mHTT-CaM PPI inh: -4; Pf apPOL inh: -6

How did CCC(=O)N1CCN(c2ccc(OC)cc2)C(=O)C1C (stereo unspecified) do in these assays?
mHTT-CaM PPI inh: -1; Pf apPOL inh: -2

What do the screens show for `S=C(c1ccc(C(=S)N2CCOCC2)cc1)N1CCOCC1`?
mHTT-CaM PPI inh: -5

What do the screens show for `Cc1nc(C(=O)NCCN2CCN(C)CC2)c(C)o1`?
mHTT-CaM PPI inh: 0; Pf apPOL inh: 2

What do the screens show for `COc1cccc(C2C3=C(CCCC3=O)OC3=C2C(=O)CCC3)c1OC`?
mHTT-CaM PPI inh: 0; Pf apPOL inh: 0

What do the screens show for `Cc1ccccc1NS(=O)(=O)Cc1ccccc1`?
mHTT-CaM PPI inh: -3; Pf apPOL inh: -4

What do the screens show for `CCOC(=O)c1csc(NC(=O)Nc2cccc(Cl)c2)n1`?
mHTT-CaM PPI inh: -25; Pf apPOL inh: -1

Results for CC1(C)CC2(CCCN(Cc3nc4c(c(=O)[nH]3)C3(CCCC3)Cc3ccccc3-4)C2)CCO1 (stereo unspecified) ?
mHTT-CaM PPI inh: -1; Pf apPOL inh: 8

What do the screens show for `CCOc1ccc(NC(=O)C2CC(=O)N(c3ccccc3)C2)cc1` (stereo unspecified)?
mHTT-CaM PPI inh: 7; Pf apPOL inh: -1

Results for O=C(Nc1cnc(N2CCCC2)nc1)c1ccc(F)cc1 ?
mHTT-CaM PPI inh: 1; Pf apPOL inh: -2

Results for Cc1ccc(NC2=C(CC(=O)O)C(c3ccccc3)N(c3ccc(C)cc3)C2=O)cc1 (stereo unspecified) ?
mHTT-CaM PPI inh: 12; Pf apPOL inh: 0

How did Cc1ccc(CN2CCN(C(=O)CC(C)C)CC2)cc1 do in these assays?
mHTT-CaM PPI inh: 5; Pf apPOL inh: -1

Results for COc1ccc(NC(=O)C2CCN(S(=O)(=O)c3ccc(Br)s3)CC2)cc1 ?
mHTT-CaM PPI inh: 5; Pf apPOL inh: 2

How did CCc1cccc(NC(=O)c2ccc3c(c2)OCO3)c1 do in these assays?
mHTT-CaM PPI inh: -12; Pf apPOL inh: -3

Results for O=C(NCc1ccccc1F)C1CCN(c2cnc3nccnc3c2)CC1 ?
mHTT-CaM PPI inh: 2; Pf apPOL inh: 0

What do the screens show for `CC(NC(=O)C12CC3CC(CC(C3)C1)C2)C(=O)NCCN(C)C` (stereo unspecified)?
mHTT-CaM PPI inh: -2; Pf apPOL inh: 2

Results for CCOc1ccc(S(=O)(=O)N2CCN(c3ccccn3)CC2)c2cccnc12 ?
mHTT-CaM PPI inh: 18; Pf apPOL inh: -3

What do the screens show for `COc1cc(CN2CCN(c3ccccc3C)CC2)cc(OC)c1OC`?
mHTT-CaM PPI inh: 2; Pf apPOL inh: 4

Results for COc1ccc(C2CCCN2C(=O)Nc2cccc(F)c2)cc1 (stereo unspecified) ?
mHTT-CaM PPI inh: -11; Pf apPOL inh: -4

What do the screens show for `O=C(Cc1nnc(-c2ccccc2)o1)NC1CC1`?
mHTT-CaM PPI inh: -6; Pf apPOL inh: -2

What do the screens show for `COc1ccc(CC(=O)N2CCCC2c2nc(-c3cccc(Cl)c3)no2)cc1OC` (stereo unspecified)?
mHTT-CaM PPI inh: -4; Pf apPOL inh: 0

Results for CC(=O)Oc1ccc2cc(-c3ccccn3)c(=O)oc2c1 ?
mHTT-CaM PPI inh: 0; Pf apPOL inh: -8

Results for CCOC(=O)C1CCc2sc(NC(=O)C3CN(c4nc5ccccc5s4)C3)nc21 (stereo unspecified) ?
mHTT-CaM PPI inh: 40; Pf apPOL inh: -2

How did CCCC(=O)Nc1cccc(-c2nc3ncccc3o2)c1C do in these assays?
mHTT-CaM PPI inh: 1; Pf apPOL inh: 0

How did COc1ccccc1-n1cnc2cc(N=Cc3ccccc3O)ccc21 do in these assays?
mHTT-CaM PPI inh: 12; Pf apPOL inh: 1

What do the screens show for `O=C(CN1CCN(CC(=O)Nc2ccccc2F)CC1)Nc1ccc(F)c(F)c1`?
mHTT-CaM PPI inh: 0; Pf apPOL inh: -6

What do the screens show for `CS(=O)(=O)NCCC(c1ccccc1)c1ccccc1`?
mHTT-CaM PPI inh: -4; Pf apPOL inh: 0

Results for COc1ccc(-c2nc3c(c(=O)[nH]2)CCN(C(=O)c2ccc4ncccc4c2)C3)cc1 ?
mHTT-CaM PPI inh: 5; Pf apPOL inh: 2

How did Cc1nc2cnccn2c1NCCC(=O)N1CCCCCC1 do in these assays?
mHTT-CaM PPI inh: 0; Pf apPOL inh: -6

What do the screens show for `CS(=O)(=O)c1cccc(C(=O)N(CCCn2ccnc2)c2nc3ccccc3s2)c1`?
mHTT-CaM PPI inh: -3; Pf apPOL inh: -1

How did O=S(=O)(c1cccnc1)N1CCc2[nH]ncc2C1 do in these assays?
mHTT-CaM PPI inh: -4; Pf apPOL inh: -6

How did CCCn1c(=N)c(C#N)cc2c(=O)n3cccc(C)c3nc21 do in these assays?
mHTT-CaM PPI inh: -1; Pf apPOL inh: -2

How did COc1ccc(C2CCCN2C(=O)c2ccnn2C)cc1 (stereo unspecified) do in these assays?
mHTT-CaM PPI inh: 2; Pf apPOL inh: -6

How did CC1=NN(c2ccc(C)cc2)C(=O)/C1=C/c1ccccc1[N+](=O)[O-] do in these assays?
mHTT-CaM PPI inh: 22; Pf apPOL inh: -4

What do the screens show for `O=C(NC1CC2CCC1C2)c1c(Cl)cccc1Cl` (stereo unspecified)?
mHTT-CaM PPI inh: -2; Pf apPOL inh: -2

What do the screens show for `COc1cccc(C=C2Oc3cc(OS(=O)(=O)c4ccccc4)ccc3C2=O)c1OC`?
mHTT-CaM PPI inh: -6; Pf apPOL inh: 3

What do the screens show for `NC(=O)c1cc2ccc(O)cc2oc1=Nc1cccc(F)c1`?
mHTT-CaM PPI inh: 16; Pf apPOL inh: 6

Results for Cc1cc(C)c(NS(=O)(=O)c2ccc(NC(=O)COc3ccc(Cl)cc3)cc2)c(C)c1 ?
mHTT-CaM PPI inh: 0; Pf apPOL inh: -3

What do the screens show for `CC(C)Cn1c(=O)c(N2CCN(C(=O)NCc3ccc(F)cc3)CC2)nc2ccncc21`?
mHTT-CaM PPI inh: -3; Pf apPOL inh: -1

Results for N#CC(C#N)=Cc1cccc(OCc2ccccc2)c1 ?
Pf apPOL inh: -8

Results for CCCNC(=O)c1c(Cl)nc(Cl)c(Cl)c1Cl ?
mHTT-CaM PPI inh: -5; Pf apPOL inh: -1

What do the screens show for `COc1ccc(/C=C2/C(=O)N(c3cccc(C(=O)O)c3)N=C2C)cc1OC`?
mHTT-CaM PPI inh: 6; Pf apPOL inh: 6

What do the screens show for `CCOC(=O)N1CCN(C(=O)C2CC(c3ccc(OC)c(OC)c3)=NO2)CC1` (stereo unspecified)?
mHTT-CaM PPI inh: -1; Pf apPOL inh: -5

Results for O=c1/c(=C/c2cccc(Br)c2)sc2n1CN(c1ccc3c(c1)OCO3)CN=2 ?
mHTT-CaM PPI inh: 21; Pf apPOL inh: 0

What do the screens show for `CCC(C)NC(=O)CN1CCN(C(=O)Nc2ccc(F)cc2)CC1=O` (stereo unspecified)?
mHTT-CaM PPI inh: -10; Pf apPOL inh: -6

How did O=C1OC(c2cc([N+](=O)[O-])ccc2Cl)=N/C1=C\C=C\c1ccccc1 do in these assays?
mHTT-CaM PPI inh: 1; Pf apPOL inh: -10

What do the screens show for `CCCNC(=O)C1CC(=O)N(c2ccc(Br)cc2)C1` (stereo unspecified)?
mHTT-CaM PPI inh: 6; Pf apPOL inh: -2

How did COc1ccc(OC)c(N2CCN(C(=O)c3ccccc3Cl)C(C)C2=O)c1 (stereo unspecified) do in these assays?
mHTT-CaM PPI inh: -6; Pf apPOL inh: -2

How did COc1cc(Br)c(CCC#N)cc1OC do in these assays?
Pf apPOL inh: -11

How did O=C(Cn1cc2c(n1)CCCCC2)Nc1cc(F)ccc1F do in these assays?
mHTT-CaM PPI inh: -6; Pf apPOL inh: -2

How did CCCNC(=CC(=S)Nc1cccc2ccccc12)c1ccc(OC)cc1 do in these assays?
Pf apPOL inh: 2

What do the screens show for `COc1ccc(C)cc1NC(=O)C(=O)NCC(O)C1CCCCC1` (stereo unspecified)?
mHTT-CaM PPI inh: -8; Pf apPOL inh: -5

What do the screens show for `Cn1c(O)c(C=C2C=Nc3ccccc32)sc1=Nc1ccc(N2CCOCC2)cc1`?
mHTT-CaM PPI inh: 21; Pf apPOL inh: -1

Results for CCOC(CNC(=O)c1sc2ncn(Cc3ccccc3F)c(=O)c2c1C)OCC ?
mHTT-CaM PPI inh: -8; Pf apPOL inh: -8

How did CC(C)N1CCN(c2nnc(C(=O)N3CCSCC3)c3ccccc23)CC1 do in these assays?
mHTT-CaM PPI inh: 1; Pf apPOL inh: -2

What do the screens show for `Cc1ccc(C)c(NC(=O)c2cc(S(=O)(=O)NCc3ccccc3Cl)ccc2F)c1`?
mHTT-CaM PPI inh: 3; Pf apPOL inh: 30

Compounds shown so far that contain two or more sulfur atoms (four):
What do the screens show for `S=C(c1ccc(C(=S)N2CCOCC2)cc1)N1CCOCC1`?
mHTT-CaM PPI inh: -5

Results for COc1ccc(NC(=O)C2CCN(S(=O)(=O)c3ccc(Br)s3)CC2)cc1 ?
mHTT-CaM PPI inh: 5; Pf apPOL inh: 2

Results for CCOC(=O)C1CCc2sc(NC(=O)C3CN(c4nc5ccccc5s4)C3)nc21 (stereo unspecified) ?
mHTT-CaM PPI inh: 40; Pf apPOL inh: -2

What do the screens show for `CS(=O)(=O)c1cccc(C(=O)N(CCCn2ccnc2)c2nc3ccccc3s2)c1`?
mHTT-CaM PPI inh: -3; Pf apPOL inh: -1

Grouped by structure, those above with a COOH group.
Results for Cc1ccc(NC2=C(CC(=O)O)C(c3ccccc3)N(c3ccc(C)cc3)C2=O)cc1 (stereo unspecified) ?
mHTT-CaM PPI inh: 12; Pf apPOL inh: 0

What do the screens show for `COc1ccc(/C=C2/C(=O)N(c3cccc(C(=O)O)c3)N=C2C)cc1OC`?
mHTT-CaM PPI inh: 6; Pf apPOL inh: 6

Compound activity from PubChem BioAssay.
